Source: PubChem BioAssay (National Center for Advancing Translational Sciences (NCATS))
S3 lipid droplet = qHTS Assay for Lipid Storage Modulators in Drosophila S3 Cells; Drosophila S3 cells, BODIPY lipid droplet fluorescence, 18-24 h; cells fed with added oleic acid; lipid storage change, negative = inhibition, % at the top dose, mostly 46.1 µM; hits show Potency in µM; 0.64% of 320,000 active; AID 2685; active = well fitted inhibition curve with a large enough effect in the signal ratio, with a control signal flat, not every such curve was filed as active; inconclusive = small, poorly fitted or top-dose-only effect, or effect the other way, or a change in a side signal; the % refers to the signal ratio
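Drosophila S3 cells got compounds at several concentrations plus oleic acid (400 uM solution). Laser-scanning cytometry with 488 nm excitation read lipid droplets at 500-530 nm and cells at 575-640 nm. Percent activity was relative to 20 uM Triacsin C.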
S3 lipid droplet cell count max = second read-out of S3 lipid droplet, no call of its own (marks repeat the call); cell number change, %; measured here: cell count max response;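 cells counted by Cell Tracker Red CMTPX staining in the red channel; peak over a dose series mostly up to 46.1 µM; percent activity relative to internal control wells on each plate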
An asterisk follows results filed as active; i = inactive; ? = inconclusive; · = no result given. % is set by controls: 0 for no effect and ±100 for the full control effect; potency is the fitted concentration of half-maximal effect. Only part of the results is shown. The share of hits here may be higher or lower than overall.

Start of the data: the first 3 compounds, to show the layout:
smiles	S3 lipid droplet	S3 lipid droplet cell count max
O=C(NCc1ccccc1)C1C2C=CC3(CN(Cc4cccnc4)C(=O)C13)O2 (stereo not given)	-17%	-20
Cc1nn(Cc2nnc(SCC(=O)Nc3ccc(Cl)cc3)n2C)c(C)c1[N+](=O)[O-]	?	·
COc1ccc(/C=C(\NC(=O)c2ccc([N+](=O)[O-])cc2)C(=O)N2CCOCC2)cc1	11%	-10

The listing, from the start:
smiles	S3 lipid droplet	S3 lipid droplet cell count max
O=C(NCc1ccccc1)C1C2C=CC3(CN(Cc4cccnc4)C(=O)C13)O2 (stereo not given)	-17%	-20
Cc1nn(Cc2nnc(SCC(=O)Nc3ccc(Cl)cc3)n2C)c(C)c1[N+](=O)[O-]	?	·
COc1ccc(/C=C(\NC(=O)c2ccc([N+](=O)[O-])cc2)C(=O)N2CCOCC2)cc1	11%	-10
CCc1ccccc1NC(=S)N(CCc1ccncc1)C(C)C	6%	16
COc1ccc(-n2nc(C(=O)NCC(=O)N3CCN(Cc4ccccc4)CC3)c3ccccc3c2=O)cc1OC	?	·
CN(C)S(=O)(=O)c1cccc(NC(=O)COC(=O)CCSc2ccc(Cl)cc2)c1	?	·
COC(=O)c1c(NC(=O)c2cccs2)sc2c1CCC(C)C2 (stereo not given)	?	·
CCn1c(=O)c(C(=O)Nc2ncccc2O)c(O)c2ccccc21	i	-1

smiles	S3 lipid droplet	S3 lipid droplet cell count max
COc1ccc(Cl)cc1NC(=O)C(C)Sc1n[nH]c(N)n1 (stereo not given)	12%	-3
CCOc1ccccc1OCCCCCc1c(C)n[nH]c1C	?	·
O=C(CS(=O)(=O)c1ccccc1)Nc1nc(-c2ccccc2)cs1	i	·
COc1ccc(NC(=O)Nc2ccc(C(=O)N3CCOCC3)cc2)c(OC)c1	-3%	4
NC(=O)c1cc(S(=O)(=O)N2CCc3ccccc3C2)cs1	7%	7
O=C(CN(C(=O)c1csnn1)c1ccc(F)cc1)NCc1ccc2c(c1)OCO2	?	·
O=S(=O)(c1cccs1)N1CCN(CC(O)COC2CCCc3ccccc32)CC1 (stereo not given)	?	·
Cn1nc(C(=O)NNC(=O)C(CCC(N)=O)NS(=O)(=O)c2ccc(Cl)cc2)c2ccccc2c1=O (stereo not given)	7%	16

smiles	S3 lipid droplet	S3 lipid droplet cell count max
CC(NC(=O)c1ccco1)C(=O)N1CCN(S(=O)(=O)c2ccccc2C#N)CC1 (stereo not given)	?	·
COc1ccccc1-c1c(C#N)c(SCC(=O)N2CCCC2)nc(C)c1C(N)=O	3%	9
C/C(Cc1ccccc1)=N/NC(=O)CCCC(=O)N/N=C(/C)Cc1ccccc1	-5%	-2
Cc1ccc(C)c(NC(=O)CCC(=O)N/N=C/c2ccc3c(c2)OCO3)c1	4%	-5
CCn1ncc(NC(=S)NCCc2ccccc2)c1C(N)=O	0%	23
CC1CN(C(=O)c2ccccc2NS(=O)(=O)c2cccc([N+](=O)[O-])c2)CC(C)O1 (stereo not given)	?	·
O=C(Nc1ccnn1C1CCN(C(=O)Cc2cccc(Cl)c2)CC1)C1CC1	?	·
OCCC1CN(Cc2ccc(C(F)(F)F)cc2)CCN1Cc1ccccc1 (stereo not given)	0%	0

smiles	S3 lipid droplet	S3 lipid droplet cell count max
CCCN1Cc2cccc(C(=O)Nc3ccc(C)cc3)c2C1=O	?	·
COc1ccc(CC(=O)Nc2ccc(-c3cn4cccc(C)c4n3)cc2)cc1OC	?	·
COc1cccc(C(C(=O)Nc2ccc(F)cc2)N(C(=O)Cn2nnc3ccccc32)C2CC2)c1 (stereo not given)	14%	7
CCNC(=O)c1cc2ccccc2o1	-1%	19
O=C(Cn1nnc(-c2ccccc2)n1)N/N=C/c1cccc([N+](=O)[O-])c1	?	·
O=C(CCC1CCCC1)NC1CCCCC1	i	·
Cc1ccc(C(=O)NNC(=O)C(C)Oc2ccc3ccccc3c2)o1 (stereo not given)	?	·
O=[N+]([O-])c1ccc(Cl)cc1NCC1CCCO1 (stereo not given)	i	19

smiles	S3 lipid droplet	S3 lipid droplet cell count max
Cn1c(C(=O)Nc2ccc3c(c2)OCCO3)cc2sccc21	-6%	4
Cc1ccc2c(C)c(C(=O)N3CCN(C4CCS(=O)(=O)C4)CC3)oc2c1C (stereo not given)	?	·
COc1ccc(Cc2nnc(NC(=O)Cn3cnc4c3c(=O)n(C)c(=O)n4C)s2)cc1OC	-16%	-25
CC(C(=O)N1c2ccccc2CCc2ccccc21)n1nnc(-c2ccc(N(C)C)cc2)n1 (stereo not given)	?	·
CC(=O)c1ccc(NC(=O)C2=CC(c3ccco3)=NS(=O)(=O)N2C)cc1	i	·
Cc1ccc(-n2c(SCC(=O)NCc3ccco3)nc3c([nH]c4ccccc43)c2=O)cc1	8%	6
O=C(c1ccoc1)N1CCCC(CO)(CCCc2ccccc2)C1 (stereo not given)	i	-6
O=C(NC1CCOc2ccccc21)C1CCCC1 (stereo not given)	?	·

smiles	S3 lipid droplet	S3 lipid droplet cell count max
CCOC(=O)Cc1nc2ccccc2n(CC#N)c1=O	?	·
Cc1cc(C)n(CC(=O)NNC(=O)COc2ccc(F)cc2Br)n1	?	·
CC(=O)Nc1ccc(/C=C(\C#N)C(=O)NCc2ccccc2)cc1	?	·
O=C(NCCc1c[nH]c2ccccc12)C(=O)NCC1OCCCN1S(=O)(=O)c1ccccc1 (stereo not given)	?	·
CCCC1(c2ccccc2)NC(=O)N(CC(=O)Nc2cc(OC)cc(OC)c2)C1=O (stereo not given)	?	·
CC(C)(C)c1ccc(C(=O)NNC(=O)c2cccc(Br)c2)cc1	17%	-3
CCCN1CCN(CCCNC(=O)c2ccc3c(c2)NC(=O)c2ccccc2S3)CC1	26%	1
CCN(CC)C(=O)C[n+]1ccc(C(N)=O)cc1	2%	16

smiles	S3 lipid droplet	S3 lipid droplet cell count max
CC(=O)O[C@@H]1C[C@H]2C(C)(C)C(=O)C=C[C@]2(C)[C@H]2CC[C@@]3(C)[C@H](c4ccoc4)OC(=O)[C@H]4O[C@]43[C@@]21C	-5%	2
CCCCN(CC)Cc1c(C)[nH]c2ccccc2c1=O	?	·
NNC(=O)c1ccc(CN2CCCCC2)o1	?	·
S=C(Nc1ccc(Br)cc1Cl)NC1CCN(Cc2ccccc2)CC1	?	·
Cc1cc([N+](=O)[O-])nn1CC(=O)Nc1sc2c(c1C(N)=O)CCCC2	?	·
O=c1[nH]c2ccccc2n1Cc1ccc(Cl)cc1	i	-25
COc1cccc(-c2ccc(SCC(=O)N3CCc4ccccc43)nn2)c1	13%	7
COc1ccc2c3n(nc2c1)CCN=C3c1cc(Cl)c(N)c(Cl)c1	?	·

smiles	S3 lipid droplet	S3 lipid droplet cell count max
Cc1cc2c(cc1S(=O)(=O)N1CCOCC1)NC(=O)CO2	i	9
O=C(NCCCN1CCCC1=O)c1cncc(Br)c1	i	·
Cc1nc(NS(=O)(=O)c2ccccc2)sc1C(C)(C)C	?	·
CN(C)/N=C/c1ccc(Sc2ccccc2[N+](=O)[O-])o1	?	·
CC(=O)Oc1c(C)cc(Cl)cc1C(=O)Nc1ccc([N+](=O)[O-])cc1Cl	-12%	-2
O=c1c(Cl)c(Cl)cnn1Cc1ccc(F)cc1	?	·
O=C(O)c1ccc(-n2ccnc2)c([N+](=O)[O-])c1	i	9
C/C(Cn1nc([N+](=O)[O-])cc1C)=N\NC(=O)COc1c(Cl)cc(Cl)cc1Cl	7%	-5

smiles	S3 lipid droplet	S3 lipid droplet cell count max
COc1ccc([N+](=O)[O-])cc1N(CC(=O)NCCCOC(C)C)S(C)(=O)=O	?	·
COc1cccc(C(=O)N(C)CC2CCN(CCc3cccc(C(F)(F)F)c3)CC2)c1	5%	8
Cc1cccc(NC(=O)C2CCC(CNC(=O)[C@@H]3Cc4ccccc4CN3)CC2)c1 (stereo not given in full)	?	·
Cc1cc(NC(=O)CCC(=O)N(c2cccnc2)C(C(=O)NC2CCCC2)c2ccccc2)no1 (stereo not given)	?	·
CCOC(=O)[C@H]1[C@H]2COc3ccc(Br)cc3[C@@H]2N2C(=O)CN(Cc3ccco3)C(=O)[C@@]12C	11%	·
CCCOc1ccccc1C1C(C(=O)OC)=CN(C(C)C)C=C1C(=O)OC	25%	4
COc1ccccc1N1CCN(C(CNC(=O)c2ccco2)c2cccnc2)CC1 (stereo not given)	?	·
COc1ccc(CCNC(=O)COC(=O)c2cnc(C)cn2)cc1	?	·

smiles	S3 lipid droplet	S3 lipid droplet cell count max
CC(C)(C#N)Cc1cc(CC(C)(C)C#N)cc(C(C)(C)C)c1	?	·
O=C(c1cccc(S(=O)(=O)Nc2ccccc2F)c1)N1CCN(c2ccccc2F)CC1	?	·
O=C(C1=C[C@@H]2[C@H]3C(=O)N(c4cccc(Cl)c4)C(=O)[C@H]3[C@@H](C(=O)c3ccc(Cl)cc3)N2C=C1)c1ccccc1	?	·
Cc1ccnc(NC(=O)c2ccc(Cl)c(NC(=O)C(C)Oc3ccccc3)c2)c1 (stereo not given)	-16%	-21
O=C(O)c1ccccc1OCC1CCCO1 (stereo not given)	?	·
N#Cc1cnc(Nc2nc3ccccc3o2)nc1-c1ccccc1	?	·
CCC(=O)Nc1c(-c2ccc(OC)cc2)c(=O)c2ccccc2n1C	?	·
COc1ccc(CNC(=O)Nc2cccc(Cl)c2)cc1	?	·

smiles	S3 lipid droplet	S3 lipid droplet cell count max
CCC(C)Nc1nc(N)c([N+](=O)[O-])c(N2CCCCCC2)n1 (stereo not given)	?	·
COc1cccc(CN(C)C(=O)c2ccc3c(=O)n4c(nc3c2)CCC4)c1	?	·
CCOC(=O)C1(CCOc2ccccc2)CCN(S(=O)(=O)N(C)C)CC1	i	-1
Cc1cc(C)n(-c2nc3c(c(=O)[nH]c(=O)n3C)n2CC(O)COc2ccccc2)n1 (stereo not given)	?	·
CCN1CCN(C(=O)C2CCN(S(=O)(=O)c3ccc(SC)cc3)CC2)CC1	?	·
COc1ccc(N2C(=O)C3CCCN3C2c2cc(OC)c(OC)cc2OC)cc1 (stereo not given)	?	·
O=C(NCc1ccc2c(c1)OCO2)c1ccc(S(=O)(=O)N2CCCCC2)cc1	?	·
Cc1ccc(C(=O)C(OC(=O)CN2C(=O)c3ccccc3C2=O)c2ccccc2)cc1 (stereo not given)	4%	-14

smiles	S3 lipid droplet	S3 lipid droplet cell count max
O=C(CSc1nc(NS(=O)(=O)c2ccccc2)cc(=O)[nH]1)Nc1cccc(C(F)(F)F)c1	?	·
Cc1ccc(C)c(-n2c(SCC(=O)O)nc3sc4c(c3c2=O)CCCC4)c1	0.12µM*	13*
O=C(CS(=O)c1ccccc1[N+](=O)[O-])Oc1ccc(Br)cc1 (stereo not given)	3%	2
CC(C)c1nnc(NC(=O)CCC(=O)N2CCN(Cc3ccccc3)CC2)s1	5%	4
O=C(CSc1nc(-c2ccccc2)c(-c2ccccc2)[nH]1)N1CCN(S(=O)(=O)c2ccccc2)CC1	?	·
COc1cc(NC(=O)COC(=O)c2ccc(C)c(S(=O)(=O)N3CCCCC3)c2)c(C)cc1[N+](=O)[O-]	?	·
Cc1ccc2oc(=O)cc(CN3CCN(Cc4ccccc4)CC3)c2c1	i	4
O=C(NCCN1CCCC1)C1CCN(S(=O)(=O)N2CCC3(CC2)OCCO3)CC1	29µM*	-15*

smiles	S3 lipid droplet	S3 lipid droplet cell count max
Cc1cccc(C(=O)O/N=C(\N)c2ccc(Br)cc2)c1	?	·
COc1ccc(-c2cc(C(F)F)n3ncc(C(=O)N4CCCCC4)c3n2)cc1	?	·
COC(=O)Cc1ccc(NC(=S)NCCCN2CCOCC2)cc1	13%	9
COc1nc(N/N=C/c2cc3c(cc2Br)OCO3)nc(N2CCOCC2)n1	-15%	-12
CC(C)NC(=O)CSc1nc2ccccc2n1-c1ccccc1	-8%	-23
O=C(CSc1nnc(-c2ccco2)n1Cc1ccccc1)OC1CCCCC1	i	-12
COc1ccc(CCCc2nnc(SCc3nc4ccccc4c(=O)[nH]3)n2C)cc1C	?	·
CCn1c(=O)n(CC)c2cc(S(=O)(=O)N3CCc4ccccc43)ccc21	i	·
CC1(C)CC(=O)C(C=NCCN2CCN(C(=S)Nc3ccc(F)cc3)CC2)=C(O)C1	?	·
COc1ccc(S(=O)(=O)ON=C2CC(C)(C)N(C(C)=O)C(C)(C)C2)cc1	-6%	13
CCN(CC)C(=O)c1oc2ccc(S(=O)(=O)N3CC(C)CC(C)C3)cc2c1C (stereo not given)	0.58µM*	13*

Random excerpt: 6 compounds from above.
smiles	S3 lipid droplet	S3 lipid droplet cell count max
COc1ccc(-c2cc(C(F)F)n3ncc(C(=O)N4CCCCC4)c3n2)cc1	?	·
Cc1cc([N+](=O)[O-])nn1CC(=O)Nc1sc2c(c1C(N)=O)CCCC2	?	·
CC(=O)Oc1c(C)cc(Cl)cc1C(=O)Nc1ccc([N+](=O)[O-])cc1Cl	-12%	-2
COc1ccc(CNC(=O)Nc2cccc(Cl)c2)cc1	?	·
O=S(=O)(c1cccs1)N1CCN(CC(O)COC2CCCc3ccccc32)CC1 (stereo not given)	?	·
COc1ccc(S(=O)(=O)ON=C2CC(C)(C)N(C(C)=O)C(C)(C)C2)cc1	-6%	13
